TDP43 rescue = rescues yeast growth from TDP-43 toxicity. 410,000 tested, 1.8% active. TDP-43 expressing yeast growth rescue, BacTiter-Glo, 24 h. Potency, µM (series often up to 46.1 µM), for the others: at the highest dose growth rescue (activation), actives largely listed as activators. AID 652104; further: potency means the concentration at half of the fitted maximal effect; % of control where 0% means no effect; nearly all actives have a fitted effect of over 50% in size
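Yeast cells expressing TDP-43 under galactose induction are exposed to compounds for 24 hr at 30 deg C. BacTiter-Glo luminescence measures growth, so protective compounds score as activators.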
FUS suppressor = suppressors of FUS proteinopathy in yeast. AID 1347120. Potency, µM (titrated, usually from 76.6 µM), for inactives: top-dose growth rescue (activation), hits mostly activators. 390,000 tested, 0.24% active. S. cerevisiae FUS-expressing, growth rescue, OD600, 24 h;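 further: potency means the concentration at half of the fitted maximal effect; plate controls were DMSO vehicle for no effect and reference control for full effect; nearly all actives have a fitted effect of over 55% in size; some results filed as inactive show a strong effect at the top dose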
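Cultures pregrown in 2.5% raffinose medium are shifted to minimal medium containing 2% galactose to express toxic FUS. Compounds are tested at several concentrations. After 24hr at 30C, growth is quantified at 600 nm absorbance.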
DRD3 antagonist = D3 dopamine receptor (human) antagonism; P35462; D3R cells, DiscoveRx beta-arrestin luminescence, antagonist mode; hits give low values; max response, negative = inhibition, %; 360,000 tested, 2.5% active; AID 652054; in the data active means max response below about -50%; inconclusive means no clear call, values can overlap the other calls; further: on the % scale 0 is the no-effect control and ±100 the full control effect; mostly tested at two doses, the higher about 12 µM
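Cells expressing the human receptor were seeded at 1500 cells/well, incubated overnight at 37 degrees C in 5% CO2, then exposed to library compounds with dopamine controls for 90 minutes at 37 degrees C before luminescent detection.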
Abeta rescue = A-beta toxicity reversal in yeast; AID 1347071; 410,000 tested, 0.063% active; Potency, µM (highest dose often 46.1 µM), for the others: at the top dose growth rescue, most hits filed as activators; yeast expressing A-beta42, growth rescue, OD600, 48 h; response scale: 0% DMSO, 100% iron-clioquinol control; further: potency means the concentration at half of the fitted maximal effect; nearly all actives have a fitted effect of over 55% in size
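Growth rescue measured by 600 nm absorbance after 48 h yeast culture at 30 C with compound. Values normalized between DMSO and an equimolar ferric chloride plus clioquinol control.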
GLP1R inv ag = GLP-1 receptor (human) inverse agonism | P43220 | 410,000 tested, 1.6% active | Potency, µM (top dose mostly 38.3 µM), for the others: at the highest dose activity change, negative = inhibition, most hits filed as inhibitors | AID 624417 | HEK293 GLP-1R CRE-luciferase, luminescence, 24 h; GLP-1R form is constitutively active; further: potency means the concentration at half of the fitted maximal effect; on the % scale 0 is the no-effect control and ±100 the full control effect; nearly all actives have a fitted effect of over 55% in size
Target sequence (P43220 whole entry, looked up): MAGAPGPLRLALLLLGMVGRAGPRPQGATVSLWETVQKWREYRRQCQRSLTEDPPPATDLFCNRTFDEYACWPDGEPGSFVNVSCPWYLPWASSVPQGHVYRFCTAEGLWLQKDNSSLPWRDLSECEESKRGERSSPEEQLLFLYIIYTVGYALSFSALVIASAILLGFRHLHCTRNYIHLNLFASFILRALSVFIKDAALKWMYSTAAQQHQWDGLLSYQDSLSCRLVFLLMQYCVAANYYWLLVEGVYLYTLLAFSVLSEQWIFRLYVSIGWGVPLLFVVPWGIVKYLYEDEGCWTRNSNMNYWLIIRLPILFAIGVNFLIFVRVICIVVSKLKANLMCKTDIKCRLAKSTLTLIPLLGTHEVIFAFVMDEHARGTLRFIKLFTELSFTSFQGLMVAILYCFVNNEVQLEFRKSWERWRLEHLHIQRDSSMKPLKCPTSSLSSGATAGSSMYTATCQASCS
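Inverse agonism was detected as reduced cAMP-driven luciferase luminescence after 24 h compound treatment. The cells were HEK293 clones expressing constitutively active human GLP-1R with the reporter. Reporter-only and GPR119 cell lines served as counterscreen controls.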
PTHR1 agonist = PTHR1 (human) receptor agonism; Q03431; HEK293 GP2 PTHR1 cells, GloSensor cAMP luminescence, 1 h; Potency, µM (series often up to 115 µM), for the others: top-dose activation, most hits filed as activators; 410,000 tested, 0.075% active; further: potency means the concentration at half of the fitted maximal effect; nearly all actives have a fitted effect of over 55% in size; some results filed as inactive show a strong effect at the top dose; inactives centre near -15; many of its hits are not listed in these tables
Target sequence (Q03431 whole entry, looked up): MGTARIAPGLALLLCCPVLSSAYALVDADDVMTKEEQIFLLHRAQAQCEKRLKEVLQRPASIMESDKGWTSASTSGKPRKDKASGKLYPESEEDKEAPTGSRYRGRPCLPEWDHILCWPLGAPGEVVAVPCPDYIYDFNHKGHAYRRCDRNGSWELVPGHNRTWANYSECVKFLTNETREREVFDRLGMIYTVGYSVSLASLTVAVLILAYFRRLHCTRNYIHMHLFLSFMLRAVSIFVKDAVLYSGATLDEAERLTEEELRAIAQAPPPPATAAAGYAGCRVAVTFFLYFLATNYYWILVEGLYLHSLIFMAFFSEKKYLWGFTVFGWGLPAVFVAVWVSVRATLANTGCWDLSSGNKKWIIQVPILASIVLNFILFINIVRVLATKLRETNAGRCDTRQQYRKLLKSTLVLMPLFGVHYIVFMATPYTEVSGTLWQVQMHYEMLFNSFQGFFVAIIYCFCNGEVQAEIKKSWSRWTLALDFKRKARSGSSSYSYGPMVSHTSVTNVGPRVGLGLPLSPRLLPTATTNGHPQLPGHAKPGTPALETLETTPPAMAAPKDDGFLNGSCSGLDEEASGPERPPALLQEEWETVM
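HEK-293-derived GP2 cells expressing PTHR1 and a GloSensor cAMP reporter, 3,000/well, plated overnight, given luciferin plus IBMX (each 0.5 mM as added) for 1 h at 37 °C, then compound for 1 h at 37 °C. Luminescence was read after 15 min at room temperature.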
pAkt inh = inhibitors of Akt phosphorylation; activity change, % for hits at 50 µM; Neuro2A IGF-stimulated pAkt S473 HTRF, 20 min; hits give low values; AID 651550; 360,000 tested, 0.32% active; in the data active means activity change below about -80%; inconclusive means mostly about -51% to -80%; further: on the % scale 0 is the no-effect control and ±100 the full control effect
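Neuro2A cells in DMEM with 0.5% FBS, overnight at 37 deg C, given compound at single 50 µM final, then IGF (6 nM final) for 20 min at 37 deg C. Lysed; phospho-Akt Ser473 by HTRF after 24 h, 665/615 ratio.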
aSyn rescue = inhibitors of alpha-synuclein toxicity in yeast | Yeast expressing alpha-synuclein, growth rescue, BacTiter-Glo, 24 h | Potency, µM (highest dose often 46.1 µM), inactives show at the top dose growth rescue (activation), hits mostly activators | 370,000 tested, 0.14% active | AID 652106; further: potency means the concentration at half of the fitted maximal effect; % of control where 0% means no effect; nearly all actives have a fitted effect of over 65% in size
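Galactose-induced alpha-syn yeast (OD600=0.02, raffinose-pregrown) + pinned cpd, 24 hr, 30 deg C; growth by BacTiter-Glo luminescence. Growth restoration scores as activation.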
GLP1R ag = GLP-1 receptor (human) agonism; 380,000 tested, 0.007% active; Potency, µM (series often up to 45.6 µM), without a hit: at the top dose activation, usual class: activators; P43220; HEK293 GLP-1R CRE-luciferase, luminescence, 4-6 h; cells express a hypersensitive GLP-1R form; AID 624172; further: potency means the concentration at half of the fitted maximal effect; % of control where 0% means no effect
Active calls of the source: *; i = inactive; ? = inconclusive; / = no result given; [ ] = remark or other dose. Unless noted, the call rests on the fitted dose curve; in most records, active means well fitted curve in the direction sought with a large enough effect; inconclusive means small, poorly fitted or top-dose-only effect, or another doubt; inactive means no such curve, though single readings can be large; an effect the other way counts as inactive or inconclusive.

No. | Compound | FUS suppressor | GLP1R inv ag | GLP1R ag | pAkt inh | Abeta rescue | TDP43 rescue | PTHR1 agonist | aSyn rescue | DRD3 antagonist
1 | CCOC(=O)C(c1nc2ccccc2[nH]1)n1c(-c2ccccn2)nc2ccccc21 (configuration not stated) | -4.7% | 18.8% | 0.1% | i | -1.4% | 13.8% | -26.1% | -13.4% | 3.3
2 | CC1CC(=O)N(CC(=O)NC2CCCCC2)c2ccccc2S1 (configuration not stated) | 14.8% | 7.0% | -1.4% | i | 3.0% | 17.9% | i | 0.8% | 11.8
3 | CCCC(=O)C1=C(O)C(C(=O)OC)C(C)(C)CC1=NCc1ccccc1 (configuration not stated) | 19.6% | ? | 0.3% | i | 9.5% | -30.9% | -1.7% | 0.0% | 21.3
4 | Cc1cc(Cl)c(S(=O)(=O)N2CCCC2)cc1OCC(=O)NC1CCCCC1 | 14.4% | ? | -0.2% | i | 18.7% | ? | -23.7% | 4.9% | 34.5
5 | Cn1c(=O)c2c(nc(-n3ccnc3)n2C)n(C)c1=O | -15.4% | 15.3% | -5.2% | i | 13.2% | -6.3% | i | -12.7% | -3.9
6 | COc1cc(OC)c2cc(C(=O)N[C@H](C(=O)N3CCC[C@H]3C(=O)O)C(C)C)n(C)c2c1 | -4.5% | 0.9% | -2.6% | i | -2.9% | 6.2% | i | 0.1% | 11.5
7 | COC(=O)c1c(NC(=O)CSc2nc3ccccc3c(=O)n2Cc2ccco2)sc(C)c1C | -1.1% | 16.5% | 1.7% | i | 8.3% | 13.0% | -21.2% | 3.1% | 18.1
8 | Cc1cc(NC(=O)CSc2ccc3nnc(-c4cccs4)n3n2)no1 | -18.1% | 58.8%[activator] | 5.7% | i | -10.1% | 2.7% | -21.3% | 1.2% | -13.5
9 | CCN(CC)c1ccc(NC(=O)c2ccc(NC(=O)C3CCCO3)cc2)c(C)c1 (configuration not stated) | 24.3% | 0.0% | -1.3% | i | 19.7% | 5.1% | -16.7% | -10.4% | 5.7
10 | O=C(CSc1ncnc2c1oc1ccccc12)NCc1ccco1 | 15.8% | 15.3% | 6.5% | i | -6.1% | ? | -19.4%[57.5 µM] | ? | 9.1
11 | CCCCN(C(=O)CSCC(=O)Nc1cccc(C)c1)c1c(N)n(CCCC)c(=O)[nH]c1=O | 15.4% | -17.1% | -7.8% | i | 21.3% | 15.8% | -2.7% | -5.7% | 9.6
12 | COc1ccc(-n2ncc3c2CC(C)(C)CC3NC(=O)CSc2ccccn2)cc1 (configuration not stated) | 29.2% | ? | 13.7% | i | 0.4% | 29.3% | -46.0%[inhibitor] | 10.2% | 0.1
13 | CC(=O)Nc1c2c(nn1-c1ccccc1C)CSC2 | -6.3% | 1.7% | -1.2% | i | 8.9% | 15.0% | i | -2.5% | -3.3
14 | Cc1ccc(-n2ncc(N(C)C)c(Cl)c2=O)cc1 | / | 0.0% | -28.3% | i | -9.2% | -11.6% | i | -1.3% | 45.7
15 | Cc1ccc(NC(=O)CN(C)C(C)C(=O)N2CC(C)CC(C)C2)cc1 (configuration not stated) | -9.7% | -11.7% | 2.6% | i | 23.4% | 7.8% | i | ? | 6.8
16 | COc1ccc(NS(=O)(=O)c2ccc(S(=O)(=O)N(C)C)cc2)cc1S(N)(=O)=O | -10.5% | 2.0% | -0.6% | i | / | 14.5% | -1.5% | 5.5% | 1.9
17 | CCNC(=S)N/N=C/c1ccc(OCCOc2ccccc2C)cc1 | 27.3% | 0.7% | 1.5% | i | 12.9% | -28.1% | i | -2.6% | -16.4
18 | O=C(O)c1ccc(N/N=C/c2cccc(F)c2)cc1 | 23.7% | -25.7% | -10.3% | i | -56.7%[inhibitor] | -5.2% | -0.9% | 0.2% | 0.0
19 | O=C(Nc1ccc(F)c(Cl)c1)C1CCN(S(=O)(=O)c2cccnc2)CC1 | 21.2% | 2.9% | -1.8% | i | 0.7% | 14.3% | -45.6%[inhibitor] | 6.4% | -13.1
20 | Cc1c(Cl)cccc1NC(=O)CCS(=O)(=O)c1ccc2c(c1)oc(=O)n2C | 22.0% | 8.3% | / | / | 5.3% | 16.3% | -47.6% | / | /
21 | Cn1c(CCNC(=O)c2ccc(Cl)c(Cl)c2)nnc1SCc1ccc(Cl)c(Cl)c1 | -2.1% | 3.8% | 1.7% | / | 3.5% | 0.0% | i | -8.2% | -53.2*
22 | CC1CCN(C(=O)COC(=O)C2CCN(S(=O)(=O)c3ccc4c(c3)OCCO4)CC2)CC1 | 26.5% | 7.4% | 2.4% | i | 4.7% | -8.2% | -79.8%[inhibitor] | 1.4% | 1.9
23 | O=C(CNC(=O)c1ccco1)NNC(=O)c1cccc(Cl)c1 | -24.1% | 21.7% | -1.5% | i | 1.9% | 4.5% | -22.0% | -2.1% | 4.4
24 | CCC(C)[C@H](NC(=O)NCc1cccs1)C(=O)O (some centres not stated) | 7.7% | 14.8% | 2.7% | i | -3.6% | -10.8% | i | -4.3% | -13.5
25 | COc1ccccc1NS(=O)(=O)c1cc(NC(=O)CNC(=O)c2ccccc2)ccc1C | / | ? | 4.4% | i | 7.4% | -6.7% | -6.0% | -0.4% | -4.8
26 | CC(=O)Nc1ccc(N(C(=O)c2ccco2)C(C(=O)NC2CCCCC2)c2ccccc2)cc1 (configuration not stated) | 28.9% | 14.7% | 19.0% | i | -7.8% | -9.1% | i | -4.4% | -5.3
27 | CSc1ncnc2c1ncn2CCCNCC1CCCO1 (configuration not stated) | 9.4% | 2.1% | 11.7% | i | -6.6% | -6.3% | -5.2% | 2.2% | -20.9
28 | CCOc1ccc(C(=O)OCc2nnc(-c3cccs3)o2)cc1OC | 32.0% | 0.0% | ? | i | 16.9% | ? | -18.4% | 1.9% | -0.2
29 | CC(=O)Nc1cccc(Oc2nc(C)cc(C)c2C#N)c1 | 12.1% | 9.0% | 0.4% | i | -0.7% | 9.9% | i | -0.7% | -11.9
30 | O=S(=O)(Nc1ncnc2c1oc1ccccc12)c1ccc(Cl)s1 | -1.1% | 8.5% | 8.3% | i | -0.9% | 13.0% | i | 12.4% | 0.8
31 | CCOC(=O)/C=C1\NC(C)(C)Cc2cc(OC)c(OC)cc21 | 7.4% | 128.5%[activator] | 25.5% | i | -2.2% | -10.9% | -26.4% | -1.1% | -16.4
32 | COc1ccccc1NC(=O)c1sc2ncn(Cc3cccc(C)c3)c(=O)c2c1C | -19.2% | 10.6% | 0.3% | i | 8.3% | -11.3% | i | 1.3% | -20.1
33 | CCCCC(C)n1[nH]c(=O)cc1N (configuration not stated) | 7.8% | 9.5% | -15.2% | i | -3.7% | 0.0% | -9.0%[57.5 µM] | 0.7% | 0.0
34 | CC(C)OC(=O)c1ccc(NC(=O)CSc2nc(-c3cccs3)cc(C(F)(F)F)n2)cc1 | -1.4% | 3.0% | 0.0% | / | -8.2% | 7.1% | -22.8% | / | /
35 | O=C(COC(=O)/C=C/c1ccc(F)cc1)NC1CCS(=O)(=O)C1 (configuration not stated) | 20.3% | 17.0% | -9.3% | i | 1.3% | -0.5% | i | -5.2% | ?
36 | O=C(NCCCc1ccccc1)Nc1ccccc1 | -5.3% | ? | 26.0% | i | 15.2% | 8.8% | -7.3% | 10.9% | 7.2
37 | CC(C)C[C@@H](CN)NC(=O)c1nc[nH]c1C(=O)N[C@@H](CC(C)C)C(=O)CNC[C@H](C)NC(=O)c1nc[nH]c1C(=O)N[C@@H](CC(=O)O)C(=O)O | 0.0% | 3.3% | -0.8% | i | 0.0% | 9.4% | i | 0.6% | 1.8
38 | COc1cc(-c2nc3ccc(C)cn3c2NCc2ccccc2)ccc1-c1cccc(Cl)c1 | 40.6% | 8.91µM* | 5.4% | i | -65.8%[inhibitor] | ? | i | -45.1%[inhibitor] | 43.6
39 | Cc1ccc(NC(=O)C2(C)CCN2C2Cc3ccccc3C2)cc1 (configuration not stated) | -4.3% | ? | 11.9% | i | 2.3% | 16.0% | -22.3% | 0.3% | 11.7
40 | O=C(CCc1ccc(S(=O)(=O)N2CCOCC2)cc1)NCCc1ccccn1 | 6.1% | 1.7% | -1.0% | i | 8.0% | 3.1% | -0.2%[57.5 µM] | 4.0% | 0.1
41 | CCC(=O)Nc1nnc(S(=O)(=O)N2CCCc3ccccc32)s1 | -11.0% | 1.1% | 1.7% | i | -10.9% | 0.2% | i | -3.4% | -10.8
42 | COc1cc(CN(C(=O)c2cccs2)C2CCS(=O)(=O)C2)cc(OC)c1OC (configuration not stated) | 26.4% | 3.7% | -3.6% | i | 9.5% | 3.2% | i | 0.7% | 12.6
43 | O=C(Nc1ccc2nc3ccccc3nc2c1)c1ccc(Br)cc1 | / | 41.3%[activator] | 0.3% | i | 11.6% | 0.0% | i | 0.2% | 6.0
44 | COc1ccccc1NC(=O)NC1(C(=O)N2CCOCC2)CCCCC1 | 9.0% | 14.5% | 9.2% | i | -8.7% | -13.8% | i | -1.9% | 6.4
45 | COc1ccccc1NC(=O)CN(Cc1ccco1)C(=O)c1ccc(=O)[nH]c1 | 21.5% | 16.1% | 3.9% | i | -12.4% | -26.8% | -15.5% | -3.0% | -12.9
46 | COc1ccc(C(=O)NC2CCCCCCC2)cc1OC | 2.3% | ? | 5.8% | i | -6.4% | 18.8% | i | -1.8% | -15.0
47 | Cc1ccc(NC(=O)c2oc3ccc(Br)cc3c2C)cc1S(=O)(=O)N1CCOCC1 | / | -1.1% | 0.7% | i | 5.7% | -9.7% | i | -6.7% | 19.3

Compound activity from PubChem.

This is a subset; the hit share may differ from the screen's.
